CHT PAM: allosteric activators of human choline transporter CHT; Q9GZV3; CHT-expressing cells, membrane potential dye, choline EC20; active compounds read high; LV-AA mutant CHT in HEK293 cells; B-score at 10 µM; actives 0.49% (n = 310,000); AID 488977;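 active = initial fluorescence not abnormally high and integrated response B-score, plate-corrected, over 3 SD above library mean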
Target sequence (Q9GZV3 whole entry, looked up): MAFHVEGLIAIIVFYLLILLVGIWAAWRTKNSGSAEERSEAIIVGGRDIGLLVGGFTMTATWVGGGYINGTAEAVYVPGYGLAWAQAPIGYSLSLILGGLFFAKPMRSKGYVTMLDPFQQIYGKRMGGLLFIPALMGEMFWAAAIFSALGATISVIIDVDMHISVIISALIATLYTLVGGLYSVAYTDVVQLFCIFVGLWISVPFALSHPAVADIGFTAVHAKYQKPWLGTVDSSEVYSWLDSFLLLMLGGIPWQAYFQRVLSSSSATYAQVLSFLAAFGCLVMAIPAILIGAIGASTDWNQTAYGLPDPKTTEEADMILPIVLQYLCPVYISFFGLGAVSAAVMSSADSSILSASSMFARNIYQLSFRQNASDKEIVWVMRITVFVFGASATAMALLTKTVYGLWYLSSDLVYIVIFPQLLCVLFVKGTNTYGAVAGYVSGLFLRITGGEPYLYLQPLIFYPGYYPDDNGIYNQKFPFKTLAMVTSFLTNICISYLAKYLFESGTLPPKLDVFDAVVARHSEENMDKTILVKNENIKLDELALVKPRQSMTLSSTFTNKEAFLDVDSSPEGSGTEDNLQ
OX1R antag-1: blocks the human orexin 1 receptor | inhibition, % at 5 µM | actives 0.43% (n = 330,000) | CHO/OX1R cells, Fluo-8 calcium fluorescence, orexin A | AID 434989;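 active = inhibition above its plate's threshold, mean inhibition of all tested compounds on the plate plus 3 SD, cut at about 37% in these data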;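 also: 0% = orexin A challenge wells and 100% = SB-334867-A antagonist wells; not every result past the cut was called active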
Target sequence (O43613 whole entry, looked up): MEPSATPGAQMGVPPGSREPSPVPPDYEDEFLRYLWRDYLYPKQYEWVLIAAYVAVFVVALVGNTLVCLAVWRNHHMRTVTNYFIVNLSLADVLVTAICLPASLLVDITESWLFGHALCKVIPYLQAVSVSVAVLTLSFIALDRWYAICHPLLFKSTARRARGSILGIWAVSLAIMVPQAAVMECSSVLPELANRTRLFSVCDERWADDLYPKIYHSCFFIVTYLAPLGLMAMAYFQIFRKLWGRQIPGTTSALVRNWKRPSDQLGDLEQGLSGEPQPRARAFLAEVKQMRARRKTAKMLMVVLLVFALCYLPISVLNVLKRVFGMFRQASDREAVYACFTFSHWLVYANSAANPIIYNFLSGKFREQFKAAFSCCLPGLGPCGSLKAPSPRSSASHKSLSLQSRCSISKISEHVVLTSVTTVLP
OX1R antag-2: antagonists of human orexin 1 receptor (OX1R) | O43613 | OX1R-expressing cells, FRET antagonist read-out | inhibition, % at 6.6 µM | actives 1.8% (n = 330,000) | AID 485270; in the data active = inhibition mostly above about 38%, no sharp cut-off; inactive = mostly below about 40%;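 also: 0% = agonist challenge alone and 100% = reference antagonist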
Numbers without * were called inactive; i = inactive; · = not tested or not shown.

SMILES	CHT PAM	OX1R antag-1	OX1R antag-2
COCc1cc(=O)n2[nH]c(C(C)(C)C)cc2n1	i	-10	-1
Cc1ccc(NCc2ccncc2)c(Br)c1	i	-14	14
COc1cc(OC)c2c(c1)C(=O)OC2OC (centres undefined)	i	-7	4
COC(=O)NCC1(C)CC(NC(=O)OC)CC(C)(C)C1 (centres undefined)	i	0	13
CC(c1ccco1)N(C(=O)c1ccccc1NS(=O)(=O)c1ccc(Cl)cc1)c1ccccn1 (centres undefined)	i	-3	32
C=CCOc1c(Br)cc(C2NC(=O)NC(C)=C2C(C)=O)cc1OCC (centres undefined)	i	-16	12
C=CCOC(=O)C1=C[C@@H](c2coc3ccccc3c2=O)C[C@@H](OCc2ccc(CO)cc2)O1	i	-10	35
COc1ccccc1NC(=O)N1CCN(c2ccc3nnc(-c4ccc(F)cc4)n3n2)CC1	i	-27	10
CCc1cc(C(c2ccccn2)N2CCN(C)CC2)c(NC(=O)c2ccccc2)s1 (centres undefined)	i	-9	24
CN1C(N)=NC(=O)/C1=C\c1ccc(Br)cc1	i	-24	30
OCC[C@@H]1C[C@H](O)[C@@H](O)[C@@]2(CCc3ccccc3CO2)O1	i	-40	19
CCC(C)NC(=O)c1cc2c(=O)n3cccc(C)c3nc2s1 (centres undefined)	i	-30	23
O=C(COC(=O)C1CCN(c2ccc(C(F)(F)F)cn2)CC1)Nc1ccc(Cl)cn1	i	-15	13
CN1CCN(CC(=O)Nc2nnc(-c3cccs3)s2)CC1	i	-18	36
Cc1ccc(C(=O)C2CCN(CC(=O)Nc3nc(C)cs3)CC2)cc1	i	-2	6
CN(C)/C=C(\C=O)c1onc(-c2ccccc2Cl)c1C#N	i	-13	13
S=C(NCCN1CCOCC1)NC1CCCC1	i	-4	14
CNC(=O)Nc1ccccc1C(=O)NCc1ccccc1	i	2	4
O=C(NN1CCOCC1)c1ccc(Cl)cc1[N+](=O)[O-]	i	-3	33
CC1(C)CC(N2CCCCC2)=CC(=[N+]2CCCCC2)C1	i	-3	9
Cc1noc(C)c1/C=N/Nc1ccc2ccccc2n1	i	-43	36
CCC(C)NS(=O)(=O)c1ccc(OC)c(Cl)c1Cl (centres undefined)	i	-19	23
CCOC(=O)N1CCN(C2CC(=O)N(c3ccc(Oc4ccccc4)cc3)C2=O)CC1 (centres undefined)	i	-7	12
COc1ccc(NC(=O)Cn2cc(C(=O)C3CC3)c3ccccc32)cc1	i	-13	12
CS(=O)(=O)c1ccc(NS(=O)(=O)c2ccc(Cl)c(C(=O)NC3=NCCS3)c2)cc1	·	3	9

New compounds follow:
SMILES	CHT PAM	OX1R antag-1	OX1R antag-2
Cc1coc2c1c(C)cc1oc(=O)c(CC(=O)NCCCN3CCCC3=O)c(C)c12	i	-20	39
CCOC(=O)C1CCCN(Cc2c(Cl)cccc2Cl)C1 (centres undefined)	i	-46	2
N#Cc1nc(-c2cccs2)oc1NCc1ccco1	i	-16	42
COc1ccc(CNc2ccc3c(c2)ncn3-c2ccccc2OC)cc1	i	-35	1
Cc1cccc2nc(CNC(=O)C3CCC(=O)N(Cc4ccccc4F)C3)cn12 (centres undefined)	i	-12	4
COC(=O)c1ccc(/C=N/NC(=S)NC(C)C)cc1	i	-32	8
O=C(NCc1ccc(Cl)cc1)c1noc2c1CCCCC2	i	-27	4
Cc1cccc(C2=NN(c3ccc(Br)cc3)[C@@H](C(=O)N3CCOC3=O)[C@@H]2C)c1	·	19	13
C/C=C/C(=O)Nc1ccc(N2CCN(c3ccc(C(F)(F)F)cn3)CC2)nc1	i	-13	12
CCOc1ccc(C(CC(=O)O)NC(=O)C(Sc2ccccc2)c2ccccc2)cc1 (centres undefined)	i	7	12
C=CCN(CC=C)CC(O)Cn1c2ccccc2c2ccccc21 (centres undefined)	i	-26	26
COC(=O)c1ccc(C(NC(=O)OCc2ccccc2)/C(F)=C/[C@@H](C)C(=O)NCc2ccc(-c3ccccc3)cc2)cc1 (some centres undefined)	i	0	5
O=C(Nc1ccc(N2CCN(C(=O)c3cccs3)CC2)cc1)c1cccnc1	i	-4	9
CCOc1ccccc1C(=O)OCC(=O)NCC1CCCCC1	i	-33	15
O=C(COC(=O)c1nc(Cl)ccc1Cl)NNC(=O)c1ccccc1	i	8	7
CCOc1ccc(CCNC(=O)C2=C(C)C(=O)OC23CCC(C)CC3)cc1 (centres undefined)	i	-51	9
COc1ccc(C(CNc2ncnc3sccc23)N(C)C)cc1OC (centres undefined)	i	-20	13
COc1ccc(N(CC(=O)NCc2ccccc2Cl)S(=O)(=O)c2c(C)n[nH]c2C)cc1	i	-25	13
CCOc1ccc(NC(=O)CN(C)C(=O)CSCc2c(C)noc2C)cc1OCC	i	-14	7
CCOC(=O)C1=C(c2ccccc2)OC(N)=C(C#N)C1c1ccncc1 (centres undefined)	i	-12	16
CS(=O)(=O)Nc1ccc2c(c1)nc1n2CCOC1	i	-11	12
Cc1ncn(-c2ccc(C(=O)Oc3ccccc3)cn2)n1	i	-2	1
CCOc1ccccc1OCCCOc1ccc([N+](=O)[O-])cc1Cl	i	-5	29
CC(=O)Nc1ccc(S(=O)(=O)N2CCN(CC(=O)NC3CCCC3)CC2)cc1	i	-9	16
O=C(COc1ccc(Br)cc1)N1CCCCCC1	i	2	3

(listing goes on)
SMILES	CHT PAM	OX1R antag-1	OX1R antag-2
O=C(Nc1ccc(Cl)cc1)Nc1ccc(N2CCOCC2)cc1	i	-3	12
Cc1cccc(N2CCN(C(=O)c3cc(S(=O)(=O)N4CCOCC4)cn3C)CC2C)c1 (centres undefined)	i	-9	-4
CC1CCc2sc3c(c2C1)c(=O)n(CC(=O)O)c(=O)n3Cc1ccc(Cl)cc1 (centres undefined)	i	-7	11
COc1ccc(S(=O)(=O)Oc2ccc3c(c2)O/C(=C\c2cccnc2)C3=O)cc1	i	-5	5
COc1cc(C(=O)NNC2=CC(=O)CC(C)(C)C2)cc(OC)c1OC	i	-4	2
COc1ccc(NC(=O)c2cc(SC)ccc2Cl)cc1	i	-22	23
CC(=O)Nc1ccc(C(=O)N2CCN(S(=O)(=O)c3ccc4c(c3)OCCCO4)CC2)cc1	·	-12	1
CC1(C)CNC(=O)C=C(c2ccccc2)C1	i	-14	8
O=C(NC1CCCCC1)c1ccc(CNc2nc(=S)[nH]c3ccccc23)cc1	i	-17	13
Oc1c(Cl)cc(CN2CCCCC2)c2cccnc12	i	-12	3
CCOC(=O)C1C(C#N)=C(N)OC(C)=C1c1ccncc1 (centres undefined)	i	-8	28
CCOC(=O)C1CCCN(S(=O)(=O)Cc2ccccc2Cl)C1 (centres undefined)	i	-23	14
COc1ccc(N2CCCn3c2nc2c3c(=O)n(Cc3ccccc3)c(=O)n2C)c(OC)c1	i	-33	4
N#CCN1CCN(CC(=O)Nc2ccc(OCc3ccccc3)cc2)CC1	i	2	19
O=P(O)(O)c1ccccc1OCCCCCOc1ccccc1P(=O)(O)O	i	-2	12
CN(C(=O)COC(=O)CNC(=O)CNC(=O)c1ccc(Cl)cc1Cl)c1ccccc1	i	-3	15
Brc1ccc(C2=Nn3c(nnc3-c3cccnc3)SC2)s1	i	-24	1
Cc1onc(-c2c(Cl)cccc2Cl)c1C(=O)Nc1ccc2c(c1)OCCO2	i	-1	35
CCCCCC(C)n1[nH]c(=O)c2c(C)cc(C)nc21 (centres undefined)	i	-15	10
C=CCn1c(SC(F)F)nc2scc(-c3ccco3)c2c1=O	i	-33	24
CCC(C(=O)NC(C)(C)C)N(C(=O)Cn1nnc(-c2ccccc2F)n1)c1cnc2ccccc2c1 (centres undefined)	i	-24	9
CC(C)CC(=O)NC(NC(=S)Nc1sc2c(c1C#N)CCCC2)C(Cl)(Cl)Cl (centres undefined)	i	20	45
O=C(Nc1ccc(O)c2c(=O)cc(-c3ccccc3Cl)oc12)c1ccc(Cl)cc1Cl	i	-13	19
Cc1occc1C(=O)NNC(=O)c1ccc(F)cc1	i	-6	7
COCCCn1c(=N)c(C(=O)NCC2CCCO2)cc2c(=O)n3cccc(C)c3nc21 (centres undefined)	i	0	64*

4 entries from above, with two lines to a compound.
Order of results – CHT PAM	OX1R antag-1	OX1R antag-2
- CC1CCc2sc3c(c2C1)c(=O)n(CC(=O)O)c(=O)n3Cc1ccc(Cl)cc1 (centres undefined)
 : i	-7	11
- O=C(Nc1ccc(Cl)cc1)Nc1ccc(N2CCOCC2)cc1
 : i	-3	12
- CC(=O)Nc1ccc(C(=O)N2CCN(S(=O)(=O)c3ccc4c(c3)OCCCO4)CC2)cc1
 : ·	-12	1
- CCOC(=O)C1CCCN(S(=O)(=O)Cc2ccccc2Cl)C1 (centres undefined)
 : i	-23	14

Continued:
SMILES	CHT PAM	OX1R antag-1	OX1R antag-2
O=C(NC1CCCCC1)C(c1ccc(O)cc1)N(C(=O)c1cnccn1)c1cccc(F)c1 (centres undefined)	i	-13	4
O=C(Cn1cnc2c(OCc3ccccc3)ncnc21)NCCc1c[nH]c2ccccc12	·	3	12
COc1ccc(C2CC(c3ccccc3)=NN2C(=S)Nc2ccccc2)cc1 (centres undefined)	i	-17	9
CCCCN(C(=S)SC)C1CCS(=O)(=O)C1 (centres undefined)	i	-15	8
O=C(CCCn1c(=O)c2sccc2n(Cc2ccc(F)cc2)c1=O)NCc1ccco1	i	-26	14
CCC(=O)NC(=S)NNC(=O)c1ccccc1[N+](=O)[O-]	i	-6	-1
Cc1ccc(S(=O)(=O)N(C)C)cc1NC(=O)COC(=O)CSc1ccccc1	i	-16	12
O=C(NCc1ccc2c(c1)OCO2)c1ccc(CN2CCc3ccccc3C2)cc1	i	-31	17
O=C(NCc1ccccc1)C(c1ccncc1)N(C(=O)c1ccccn1)c1ccccc1 (centres undefined)	i	-27	10
CCN(C[C@H]1N[C@@](C)(C(=O)OC)[C@H]2C(=O)N(C)C(=O)[C@@H]12)C(=O)C1CCCCC1	·	2	4
CCn1cc(/C=C(\NC(=O)c2ccc(OC)c(OC)c2)C(=O)N2CCOCC2)c2ccccc21	i	-15	8
COc1ccc(C(=O)NCCSCc2ccccc2C)cc1	i	-32	22
O=C(C1CC12CCCC2)N1CCC(CO)(Cc2ccccc2Cl)CC1 (centres undefined)	i	-12	13
COc1cccc(C(C(=O)NC2CCCCC2)N(C(=O)c2ccco2)c2ccccc2OC)c1 (centres undefined)	i	-16	48
CC1=C(C)C(OCCBr)N(c2cc(O)c(Cl)cc2F)C1=O (centres undefined)	i	-5	10
C=CCN(CC=C)C(=O)C[n+]1ccc(C(N)=O)cc1	i	-8	20
O=S(=O)(c1cccs1)N1CCN(c2ccccc2)CC1	i	2	21
CCn1c(COc2cc(C)cc(C)c2)nnc1SCC(=O)N1CCN(c2ccccc2)CC1	i	-30	1
Cn1c(CCN2CCN(c3ccccn3)CC2)nc2cc(NS(=O)(=O)c3ccc(Cl)cc3)ccc21	i	-20	7
CC1=NOC(=O)/C1=C\c1ccc(-c2cc(Cl)ccc2Cl)o1	i	9	45
CC(c1ccccc1)n1c(CO)nc2ccccc21 (centres undefined)	i	-8	4
Cc1cc(NC(=O)c2cccnc2)ccc1NC(=O)c1cc2ccccc2o1	i	-12	9
COC(=O)CSc1nc2c(c(-c3ccco3)c1C#N)CCCC2	i	-32	40
Cc1ccccc1-n1c(O)c(/C=N/N2CCCCC2c2cccnc2)c(=O)[nH]c1=O (centres undefined)	i	-7	17
C=CCn1c(SCC(=O)Nc2ccccc2C)nnc1-c1ccncc1	i	-22	26
Cc1ccc(N2CC(C(=O)Nc3nnc(SCC(N)=O)s3)CC2=O)cc1 (centres undefined)	i	-9	17
CC(CCc1ccccc1)NC(=O)C(=O)NCCc1ccccc1 (centres undefined)	i	-14	23
COc1ccccc1N=CC=C1OC(C)(C)C(C)(C)O1	i	-35	36
COc1cccc(C(=O)Nc2cc(NC(=O)c3cccs3)ccc2C)c1	i	-19	17
CCc1ccc(NC(=O)CCS(=O)(=O)c2ccc(Cl)cc2)cc1	i	-29	6

In the list so far, these have an aryl methoxy group:
SMILES	CHT PAM	OX1R antag-1	OX1R antag-2
COc1cc(OC)c2c(c1)C(=O)OC2OC (centres undefined)	i	-7	4
COc1ccccc1NC(=O)N1CCN(c2ccc3nnc(-c4ccc(F)cc4)n3n2)CC1	i	-27	10
CCC(C)NS(=O)(=O)c1ccc(OC)c(Cl)c1Cl (centres undefined)	i	-19	23
COc1ccc(NC(=O)Cn2cc(C(=O)C3CC3)c3ccccc32)cc1	i	-13	12
COc1ccc(CNc2ccc3c(c2)ncn3-c2ccccc2OC)cc1	i	-35	1
COc1ccc(C(CNc2ncnc3sccc23)N(C)C)cc1OC (centres undefined)	i	-20	13
COc1ccc(N(CC(=O)NCc2ccccc2Cl)S(=O)(=O)c2c(C)n[nH]c2C)cc1	i	-25	13
COc1ccc(S(=O)(=O)Oc2ccc3c(c2)O/C(=C\c2cccnc2)C3=O)cc1	i	-5	5
COc1cc(C(=O)NNC2=CC(=O)CC(C)(C)C2)cc(OC)c1OC	i	-4	2
COc1ccc(NC(=O)c2cc(SC)ccc2Cl)cc1	i	-22	23
COc1ccc(N2CCCn3c2nc2c3c(=O)n(Cc3ccccc3)c(=O)n2C)c(OC)c1	i	-33	4
COc1ccc(C2CC(c3ccccc3)=NN2C(=S)Nc2ccccc2)cc1 (centres undefined)	i	-17	9
CCn1cc(/C=C(\NC(=O)c2ccc(OC)c(OC)c2)C(=O)N2CCOCC2)c2ccccc21	i	-15	8
COc1ccc(C(=O)NCCSCc2ccccc2C)cc1	i	-32	22
COc1cccc(C(C(=O)NC2CCCCC2)N(C(=O)c2ccco2)c2ccccc2OC)c1 (centres undefined)	i	-16	48
COc1ccccc1N=CC=C1OC(C)(C)C(C)(C)O1	i	-35	36
COc1cccc(C(=O)Nc2cc(NC(=O)c3cccs3)ccc2C)c1	i	-19	17
